Source: PubChem (several laboratories)
E coli growth = E. coli V3065 growth inhibition, primary screen, counter-screen for AddAB inhibitor project, absorbance, OD600 | inhibition, % at 11.9 µM | 0.27% of 330,000 active | 18 h;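 active means inhibition above the campaign's mean inhibition across all tested compounds plus 3 SD, cut at about 9.9% in these data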;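 further: uninfected addAB+ strain grown without phage in ampicillin broth; 0% = DMSO wells and 100% = ciprofloxacin 0.95 µg/ml wells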
DSG3 Ab inh = inhibitors of pemphigus antibody binding to DSG3, primary screen, biochemical, bead-based, flow cytometry, scFv-GFP; AID 588358, 2011; DSG3-coupled beads, scFv-anti-DSG3-GFP binding; stronger effect = lower value; 0.48% of 310,000 active; binding (percent of control), % at 10 µM; Desmoglein-3 (Homo sapiens), P32926;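 active means binding more than 3 SD below its plate's average and above zero; inconclusive means below that plate limit but binding exactly zero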;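 further: hits lower antibody fragment binding to DSG3; some compounds called inactive have numbers as strong as hits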
MOR-DOR inv ag = inverse agonists of MOR-DOR heterodimerization, primary screen, cell-based, luminescence; Mu-type opioid receptor (Homo sapiens) + Delta-type opioid receptor (Homo sapiens), …; cell-based MOR-DOR heterodimer luminescence, inverse agonism; inhibition, % at 9.3 µM; 0.21% of 340,000 active; AID 504357, 2011; in the data active means inhibition above about 22%, passing the limit was not always enough;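 further: 0% = cells with DMSO and 100% = wells without cells with DMSO; values of inactives mirror those of a sister screen read the other way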
Target sequence (P35372 whole entry, looked up): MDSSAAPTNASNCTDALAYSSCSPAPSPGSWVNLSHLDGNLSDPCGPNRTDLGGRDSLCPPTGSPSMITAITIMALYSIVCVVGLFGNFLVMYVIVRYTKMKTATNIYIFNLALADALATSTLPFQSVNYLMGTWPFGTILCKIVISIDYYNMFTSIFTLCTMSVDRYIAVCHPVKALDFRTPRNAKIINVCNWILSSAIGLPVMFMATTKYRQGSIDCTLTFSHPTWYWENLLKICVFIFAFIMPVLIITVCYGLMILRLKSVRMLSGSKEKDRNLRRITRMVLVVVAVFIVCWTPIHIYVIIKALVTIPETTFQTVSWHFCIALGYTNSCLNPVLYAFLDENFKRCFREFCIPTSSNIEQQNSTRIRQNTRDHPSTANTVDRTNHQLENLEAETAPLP
Target sequence (P41143 whole entry, looked up): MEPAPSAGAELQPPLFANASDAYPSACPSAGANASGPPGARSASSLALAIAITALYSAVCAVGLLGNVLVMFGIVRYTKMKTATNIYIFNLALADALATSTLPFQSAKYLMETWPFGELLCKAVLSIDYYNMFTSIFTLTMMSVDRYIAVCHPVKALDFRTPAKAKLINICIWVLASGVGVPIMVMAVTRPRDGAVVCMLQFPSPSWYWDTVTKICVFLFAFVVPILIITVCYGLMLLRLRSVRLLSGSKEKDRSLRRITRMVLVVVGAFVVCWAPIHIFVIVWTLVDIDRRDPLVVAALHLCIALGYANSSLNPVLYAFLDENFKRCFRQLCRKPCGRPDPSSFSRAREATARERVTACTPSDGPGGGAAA
OPRM1-OPRD1 ag = agonists of OPRM1-OPRD1 heterodimerization, primary screen, cell-based, luminescence | Mu-type opioid receptor (Homo sapiens) + Delta-type opioid receptor (Homo sapiens), … | cells | activation, % at 9.3 µM | 0.3% of 340,000 active | AID 504326, 2011; in the data active means activation above about 18%;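 further: 0% = vehicle-treated cells and 100% = reference agonist; values of inactives mirror those of a sister screen read the other way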
SUMO Mot1 rescue = yeast Mot1-301 growth rescue at high temperature, primary screen, SUMOylation pathway inhibitor project, S. cerevisiae, ATP luminescence, 38.5C; S. cerevisiae Mot1-301 growth rescue; percent above DMSO median, 100 means doubled; growth rescue, % at 18.8 µM; 1% of 320,000 active;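 active means every valid replicate shows activation above 250% relative to neutral control wells; inactive means the rest, any valid replicate at or below 250%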;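 further: OY570 slx delta 5 strain wells were the positive control but not used for scaling; some compounds called inactive have numbers as strong as hits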
AddAB inh = growth inhibition of E. coli expressing H. pylori AddAB, primary screen, AddAB inhibitor project, absorbance | inhibition, % at 11.9 µM | 0.29% of 330,000 active | AID 435030, 2010; in the data active means inhibition above about 12%;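 further: 0% = vehicle wells of infected cells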
Arr AP2 block = inhibitors of beta-arrestin/AP2 binding, primary screen, biochemical, GPCR trafficking, flow cytometry. beta-arrestin 1 C-terminal peptide binding to AP2 beta2-adaptin appendage (human). FITC-arrestin peptide / GST-AP2 beads; AP2 beta2 appendage carries R879A mutation. inhibition, % at 10 µM. 0.31% of 340,000 active;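 active means inhibition above a set limit, near 3 SD of compounds lacking own fluorescence, cut at about 54% in these data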;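 further: plate controls were DMSO wells for no effect and 5 µM unlabelled arrestin peptide for full effect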
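Test system: GST-tagged AP2 beta2-adaptin appendage (R879A) on 4 µm glutathione beads; also added: fluorescein-tagged arrestin peptide at 50 nM final; timing: 12 min plus 1 h, RT; signal: flow cytometry, FL1 (488/535 nm); read-out: percent drop in bead-associated FITC signal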
PfHsp90 set2 = growth inhibition of PfHsp90-expressing yeast, primary screen, antimalarial PfHsp90 inhibitor project, S. cerevisiae, BacTiter-Glo luminescence, single point, set 2. BacTiter-Glo ATP, 48 h; yeast lacking PDR1 and PDR3 efflux regulators. inhibition, % at 9.4 µM. 0.32% of 310,000 active;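 active means every replicate shows inhibition above about 80%, whatever the replicate mean, limit read from the data; inconclusive means mean inhibition reaches the set limit but some replicate falls short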;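 further: 0% = DMSO neutral controls and 100% = 20 µM radicicol positive controls; yeast relying on Plasmodium falciparum Hsp90 in place of its own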
phage Ecoli inh = growth loss of phage-infected E. coli, primary screen, RecBCD inhibitor project, absorbance, with phage, HTS | 0.26% of 360,000 active | AID 651602, 2012 | inhibition, % at 11.9 µM; in the data active means inhibition above about 11%
Tat export inh = E. coli Tat export inhibitors, primary screen, MC4100, TorA-mCherry reporter, fluorescence, single point; inhibition, % at 10 µM; 0.036% of 340,000 active; AID 488895, 2010;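 active means mean replicate inhibition at least 50% and at least half of replicates individually reaching 50%; inconclusive means only one of the two criteria met; inactive means neither criterion met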;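 further: exported cargo escapes ClpAP degradation while cytoplasmic cargo is degraded and loses fluorescence; 0% = median of neutral control wells and 100% = median of NaSCN control wells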
PKA-R1A activ = activators of PKA-R1A holoenzyme, primary screen, biochemical, fluorescence polarization, Cy5-IP20, bovine R1A, mouse PKAc; activation, % at 11.4 µM; PKA-R1A dissociation; scaled: DMSO 0%, 113 µM cGMP 100%; AID 504707, 2011; 0.083% of 340,000 active;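 active means percent activation above the mean of all tested compounds plus 3 SD, cut at about 19% in these data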;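 further: higher means more PKAc released from R1A so a rise in polarization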
An asterisk follows results filed as active; ? = inconclusive; . = no result given.

SMILES	E coli growth	DSG3 Ab inh	MOR-DOR inv ag	OPRM1-OPRD1 ag	SUMO Mot1 rescue	AddAB inh	Arr AP2 block	PfHsp90 set2	phage Ecoli inh	Tat export inh	PKA-R1A activ
CCOC(=O)c1c(C)[nH]c(C)c1C(=O)COC(=O)/C=C/c1cccc(Cl)c1	-1.2	89	-22	4.4	-17	3.4	-8	-5	3.4	8	-3
O=C(O)c1cc(Cl)c(Cl)cc1C(=O)N1CCOCC1	1.6	100	5	-0.9	65	1.8	-12	10	5.6	0	-18
COc1ccc(CCNC(=O)COc2ccc(-c3ccc(C#N)cc3)cc2)cc1	0.9	99	6	-1.1	-12	2.8	18	13	1.6	0	1
N#CCC(=O)N1CCN(C(c2ccccc2)c2ccccc2)CC1	-2.8	113	.	.	121	-0.9	-3	.	1.3	.	.
O=C(NC1CC2CCCC(C1)N2C(=O)NC1CCCCC1)c1ccc(F)cc1 (stereo unspecified)	-0.3	113	-15	2.8	61	2.0	-1	.	0.9	6	6
COc1ccc(Cl)cc1S(=O)(=O)NC(C)C(=O)NCc1ccc2c(c1)OCO2 (stereo unspecified)	0.0	96	3	-0.6	-17	3.7	-4	-10	2.9	4	3
CCOc1ccc(S(=O)(=O)N2CCOCC2)cc1NC(=O)CSCC(=O)Nc1ccc(OC)cc1	.	.	15	-4.0	.	.	1	-2	0.9	3	-5
Cc1cc(C(=O)N2CCN(S(=O)(=O)c3ccccc3C#N)CC2)c(C)o1	1.8	105	0	-0.1	16	3.5	-5	18	1.0	-6	3
COc1ccccc1Nc1nc(N)nc(CN2CCCCC2)n1	-3.8	97	9	-1.9	-10	-1.3	0	3	-6.9	-10	-5
CC(=O)NCC(=O)NC1CCCc2c1cnn2-c1ccccc1F (stereo unspecified)	-0.3	101	6	-1.3	-14	2.4	3	-5	-1.2	0	6
COCCCNc1nc2c(c(=O)n(Cc3ccc(F)cc3)c(=O)n2C)n1C	-4.8	92	17	-3.0	-13	-6.2	-1	17	1.4	-11	-10
Cc1ccc(C(=O)NCC(=O)NCCSc2ccc(Br)cc2)cc1	-0.5	100	4	-0.6	-12	0.0	-8	.	0.1	-3	2
CCCCNC(=O)C1CCN(c2nc(OC)nc(OC)n2)CC1	-2.7	.	0	-0.1	9	0.2	-2	-5	0.6	10	-2
Cc1ccc(CNC(=O)CCS(=O)(=O)c2cccc3nsnc23)cc1	-1.4	.	13	-2.1	-18	-0.9	-13	1	0.9	-14	-1
C=C(C)Cn1c(C)cc(C)c(S(=O)(=O)c2ccccc2C)c1=O	0.0	103	-18	3.6	-10	1.6	-9	8	0.9	2	-18

Continued; it opens with the 2 that closed the last part.
SMILES	E coli growth	DSG3 Ab inh	MOR-DOR inv ag	OPRM1-OPRD1 ag	SUMO Mot1 rescue	AddAB inh	Arr AP2 block	PfHsp90 set2	phage Ecoli inh	Tat export inh	PKA-R1A activ
Cc1ccc(CNC(=O)CCS(=O)(=O)c2cccc3nsnc23)cc1	-1.4	.	13	-2.1	-18	-0.9	-13	1	0.9	-14	-1
C=C(C)Cn1c(C)cc(C)c(S(=O)(=O)c2ccccc2C)c1=O	0.0	103	-18	3.6	-10	1.6	-9	8	0.9	2	-18
CC(NC(=O)COc1cccc(Br)c1)C(=O)O (stereo unspecified)	1.1	118	14	-2.4	997*	0.5	-1	-19	0.2	2	2
CCOC(=O)C1CCN(C(=O)c2cc(-c3ccncc3)nc3ccccc23)CC1	0.5	.	6	-1.6	3	-2.2	11	4	-0.3	-5	-5
C/C(O)=C\c1nc2ccccc2oc1=O	-4.2	90	-9	1.6	-18	-3.8	5	7	1.5	3	7
Cc1ccsc1/C=N/NC(=O)c1ccc(Cn2cc(Br)cn2)o1	1.4	106	-6	1.2	15	2.1	2	-13	2.5	-11	0
Cc1ccc(CN2CCN(Cc3cn(C)nc3-c3ccccc3)CC2CCO)o1 (stereo unspecified)	0.0	99	13	-2.4	7	-1.8	17	2	1.4	-14	-7
O=C(CSc1ccc(-c2cccc([N+](=O)[O-])c2)nn1)NC1CCCC1	1.0	115	5	-1.0	5	1.0	7	.	1.1	4	-6
Cc1nc(SCc2nc3c(F)cccc3[nH]2)c2oc3ccccc3c2n1	-3.3	99	5	-0.9	18	-1.7	32	-7	1.8	2	-12
COc1ccc(C(C(=O)NCc2ccccc2)N(C(=O)c2snc(C(N)=O)c2N)c2ccccc2OC)cc1 (stereo unspecified)	-2.1	117	-9	1.2	47	1.2	-4	20	1.0	-2	-4
CC(=O)Oc1ccc(C(=O)Nc2ccccc2C(=O)N2CCCCC2)cc1	-1.5	116	1	-0.2	1	-0.4	-6	.	1.3	?	11
COc1ccccc1C1CC(c2ccc(Cl)cc2)Nc2nc(N)nn21 (stereo unspecified)	-2.9	99	12	-2.4	-16	-0.9	-1	-11	-1.0	-2	4
CCOC(=O)C1CCN(C(=S)NC(=O)c2cccs2)CC1	-4.1	.	17	-2.8	5	-2.0	-5	-12	-2.1	3	-5
CCCN(CC(=O)Nc1ccccc1C)C(=O)c1ccc(N2CCOCC2)c([N+](=O)[O-])c1	0.5	123	5	-1.0	-12	0.7	-8	-6	2.1	-2	9
Cc1c(NS(=O)(=O)c2cccc(C(=O)NCc3ccccc3)c2)c(=O)n(-c2ccccc2)n1C	-0.6	104	4	-0.6	-5	-1.7	8	-11	0.1	-14	3
COc1cccc(OC)c1C(=O)Nc1nnc(-c2ccc(F)cc2)s1	0.9	100	9	-1.8	-13	0.7	12	4	1.9	-1	-3
COc1ccc(/C=C2\N=C(C)N(c3ccc(C(=O)O)cc3)C2=O)cc1OC	0.5	124	10	-1.8	76	0.0	-9	1	0.4	-1	9
COc1ccc(OCc2nc3ccccc3[nH]2)cc1	2.5	120	-2	0.4	-6	0.8	3	4	2.6	4	0
COc1cc(NC(=O)c2ccc(=O)[nH]n2)cc(OC)c1OC	-0.7	95	16	-3.6	1	-1.7	0	13	0.1	-1	0
Cc1ccc(C)c(S(=O)(=O)N2CCCC2CNC(=O)C(=O)NC2CC2)c1 (stereo unspecified)	0.5	104	14	-2.8	-8	1.1	-5	.	4.6	-1	-5
CCOC(=O)c1nn(-c2ccccc2)c(C#N)c1N	0.8	79	16	-3.2	-2	-0.8	32	8	4.3	12	-8
COc1ccccc1C/C(N)=N/OC(=O)COc1cccc(C)c1C	-1.3	108	-4	0.7	13	4.3	24	-12	0.7	3	4
CCOc1ccc(NC(=S)N2CCN(S(C)(=O)=O)CC2)cc1	.	109	9	-1.7	14	.	5	30	5.4	5	1
Cc1ccc(S(=O)(=O)N2CCN(C(=O)c3cc(C4CC4)nc4c3cnn4C(C)C)CC2)cc1	1.4	.	-3	0.8	-9	2.5	-10	-38	-2.1	-5	5
CCOC(=O)C(=NC1CCS(=O)(=O)C1)NNc1ccccc1Cl (stereo unspecified)	-0.7	100	18	-3.6	165	0.1	-3	40	0.3	2	-4
COc1cc(Cl)c(C)cc1NC(=O)Cc1ccc(OC)c(OC)c1	0.9	99	-2	0.4	-8	2.4	16	9	5.9	0	0
CC1CCc2c(sc3ncn4c(SCC(=O)NCc5ccco5)nnc4c23)C1 (stereo unspecified)	-0.4	103	-8	1.5	9	-0.1	-1	-13	0.6	1	-3
CCN(C(=O)CSc1nc2cc(C(=O)OC)ccc2c(=O)n1Cc1ccco1)c1cccc(C)c1	0.4	101	1	-0.2	39	1.6	1	.	3.1	7	5
COc1ccc(CCNC(=O)CCS(=O)(=O)Cc2ccccc2C)cc1OC	-1.0	103	7	-1.6	9	1.2	-7	-47	1.1	-13	-3
NNCCc1ccccc1	0.8	104	7	-1.3	3	-1.6	13	-14	4.2	-2	4
N#C/C(=C\c1c(N2CCC(C(N)=O)CC2)nc2ccccn2c1=O)S(=O)(=O)c1ccccc1	1.7	104	11	-1.9	10	0.1	4	0	3.6	-4	5
Fc1ccc(C2NC(=S)NC3=C2N2CCC3CC2)cc1 (stereo unspecified)	-0.1	94	4	-0.6	-9	-0.9	-6	3	0.9	-6	-1
CCSc1ncc(/C=N/Nc2ccc(Cl)cc2)n1C	-0.7	108	-31	6.3	230	0.9	-7	.	0.6	9	-13
COc1cc2c(cc1NC(=O)C(C)OC(=O)C1CC(=O)N(Cc3ccco3)C1)oc1ccccc12 (stereo unspecified)	-0.2	99	1	-0.2	6	-0.8	-12	-6	2.1	10	-11
COc1ccc(C2=NN(C(=O)COc3ncnc4ccccc34)C(c3ccco3)C2)cc1 (stereo unspecified)	-0.3	101	-1	0.3	-15	-0.4	38	-66	6.5	-7	13
CN(CCOc1ccccc1)C(=O)c1ccc2c(=O)n3c(nc2c1)CCC3	-0.8	98	8	-1.2	2	-2.9	-7	.	0.1	-9	-2
O=C(CC1Oc2ccccc2NC1=O)NCCCN1CCOCC1 (stereo unspecified)	1.3	108	12	-2.4	20	1.9	4	-16	1.4	6	-2
COc1cccc(NS(=O)(=O)NC(=O)c2c(C)[nH]c3ccccc23)c1	-3.8	103	24	-4.8	-5	-1.4	-11	-15	0.2	-6	0
COc1cccc(CN2CC(C(=O)NCCCc3ccncc3)CCC2=O)c1 (stereo unspecified)	.	102	14	-2.6	-5	.	-9	-4	2.6	-1	-11
O=C1C=CC(=O)N1CCNc1ncc(C(F)(F)F)cc1Cl	.	91	9	-1.9	.	.	-4	101*	5.8	-5	2
CC1=NNC(=O)C1CC(=O)N/N=C/C(Br)=C/c1ccccc1 (stereo unspecified)	1.4	91	.	.	-34	3.6	-13	13	3.9	-9	.
CCn1c(SCC(=O)NC(=O)NCc2ccco2)nnc1-c1cccs1	-0.1	100	6	-1.0	.	-0.2	-1	5	2.4	1	1
COc1ccc(CC(=O)NC(C)(C)C)cc1S(=O)(=O)N1CCOCC1	-2.6	101	14	-2.4	13	0.9	1	24	-0.5	6	14
O=C1CCc2cc(S(=O)(=O)NCc3ccc(F)cc3)cc3c2N1CC3	.	89	12	-2.2	.	.	-2	-15	0.1	-11	-4
COc1ccc(-c2cc(-c3ccccc3)nc(SCC(=O)Nc3ncc(C)s3)c2C#N)cc1	-0.3	82	8	-1.5	116	-1.3	4	2	5.6	0	-15

Compounds as they come, and some 2.8% of all compounds hit somewhere here.
